PLAP act: human PLAP activation. AID 696. purified PLAP enzyme, luminescent substrate read-out; hits give high values. P05187. 1.2% of 96,000 active. activation fold at 20 µM; in the data active means activation fold above about 2
Target sequence (P05187 whole entry, looked up): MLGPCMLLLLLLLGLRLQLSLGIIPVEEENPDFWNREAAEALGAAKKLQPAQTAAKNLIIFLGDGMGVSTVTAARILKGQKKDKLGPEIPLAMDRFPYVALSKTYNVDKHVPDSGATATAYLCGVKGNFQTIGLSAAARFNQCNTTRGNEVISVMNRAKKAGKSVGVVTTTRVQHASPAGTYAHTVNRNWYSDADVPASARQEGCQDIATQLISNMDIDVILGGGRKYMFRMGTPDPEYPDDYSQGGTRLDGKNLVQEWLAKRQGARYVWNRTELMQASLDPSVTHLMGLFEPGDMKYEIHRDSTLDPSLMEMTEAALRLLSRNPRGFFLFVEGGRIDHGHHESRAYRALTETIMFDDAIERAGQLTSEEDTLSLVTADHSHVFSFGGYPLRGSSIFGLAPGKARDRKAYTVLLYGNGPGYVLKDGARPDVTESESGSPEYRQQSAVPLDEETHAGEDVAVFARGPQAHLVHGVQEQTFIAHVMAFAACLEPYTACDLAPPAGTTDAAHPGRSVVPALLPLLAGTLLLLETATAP
FAK blocker: inhibitors of human focal adhesion kinase. Q05397. biochemical FAK kinase activity assay. inhibition, %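 (tested at 7 µM)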. 0.84% of 97,000 active; in the data active means inhibition above about 19%;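 further: 0% = DMSO and 100% = reference compound high control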
S1P2 ag: activates the human S1P2 receptor. S1P2-expressing cell line, agonist reporter read-out. AID 729. 0.46% of 97,000 active. activation, % at 4.5 µM; in the data active means activation above about 16%;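 further: 0% = vehicle low control and 100% = maximal reference agonist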
Target sequence (O95136 whole entry, looked up): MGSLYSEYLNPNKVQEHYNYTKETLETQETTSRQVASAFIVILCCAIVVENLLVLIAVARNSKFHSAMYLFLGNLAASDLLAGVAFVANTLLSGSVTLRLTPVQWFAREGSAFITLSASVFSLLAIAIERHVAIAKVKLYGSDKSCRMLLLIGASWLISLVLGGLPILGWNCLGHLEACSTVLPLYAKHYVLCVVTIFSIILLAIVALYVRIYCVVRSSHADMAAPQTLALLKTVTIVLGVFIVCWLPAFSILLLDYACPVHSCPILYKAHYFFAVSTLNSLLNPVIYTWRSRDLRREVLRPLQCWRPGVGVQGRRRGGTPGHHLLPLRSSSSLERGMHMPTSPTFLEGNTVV
HIV Rev-RRE inh: disrupts HIV-1 Rev binding to RRE RNA; 0.79% of 97,000 active; inhibition, % at 8 µM; P05866; AID 704; Rev peptide-RRE RNA binding, FRET;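 active means inhibition above the screen-wide mean plus 3 SD, cut at about 35% in these data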;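 further: 0% = median DMSO wells and 100% = median Neomycin B control wells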
Target sequence (P05866 whole entry, looked up): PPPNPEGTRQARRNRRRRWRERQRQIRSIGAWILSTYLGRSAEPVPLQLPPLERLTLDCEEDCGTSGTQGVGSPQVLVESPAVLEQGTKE
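Test system: Cy5-tagged RRE RNA duplex with fluorescein-tagged Rev peptide; Probe or stimulus: labelled Rev peptide; Schedule: 5 min preincubation and 15 min binding, 25 °C; Signal: FRET fluorescence readout; Evaluation: % inhibition from 671/540 nm acceptor-to-donor ratio, scaled between controls; Control set: DMSO and neomycin B.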
MT1-MMP txn act: activates MT1-MMP transcription | HT1080 MT1-MMP promoter luciferase reporter, luminescence, overnight; hits give high values | activation factor at 10 µM | 0.16% of 86,000 active | AID 750;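 active means activation factor of at least 2 for MT1-MMP transcription at 10 µM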
PLK1 inh: PLK1 (human) kinase inhibition | 0.53% of 97,000 active | inhibition, % at 10 µM | P53350 | recombinant PLK1 kinase, TR-FRET peptide phosphorylation;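 active means inhibition of 50% or more in the single-concentration screen; inactive means inhibition below 50%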;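 further: 0% = DMSO max control and 100% = H-89 dihydrochloride min control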
S1P2 antag: S1P2 (human) receptor antagonism; cell-based S1P2 antagonist assay, inhibition at 5 uM; inhibition, % at 5 µM; 0.21% of 97,000 active; in the data active means inhibition above about 45%;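 further: CRE beta-lactamase reporter cells expressing human S1P2 stimulated with S1P; 0% = agonist at EC80 alone and 100% = agonist plus reference antagonist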
Plk1 PBD FP: inhibitors of human Plk1 polo box domain binding; P53350; inhibition, %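 (tested at about 20 µM)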; Plk1 PBD phosphopeptide binding, fluorescence polarization; 0.13% of 97,000 active; in the data active means inhibition above about 34%, passing the limit was not always enough
EphB4 antag: blocks human EphB4 binding to ephrin-B2 | P54760 | EphB4 LBD / TNYL-RAW-Alexa532 peptide, fluorescence polarization | inhibition, % at 7 µM | 0.15% of 97,000 active;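 active means inhibition above the screen-wide mean inhibition plus 3 SD, cut at about 15% in these data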;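 further: 0% = DMSO wells and 100% = excess unlabeled TNYL-RAW peptide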
Numbers without * were called inactive; · = no result given. No enrichment for hits; overall some 3.9% were active at least once.

Results follow in this order: S1P2 ag, PLK1 inh, PLAP act, S1P2 antag, FAK blocker, EphB4 antag, HIV Rev-RRE inh, MT1-MMP txn act, Plk1 PBD FP
> CCn1ncc(C(=O)Nc2ccc(S(=O)(=O)N3CCCC3)cc2)c1C
 : -5, -7, 1.2, -14, -1, 1, -1, 1.2, 27
> O=C(Nc1ccc2c(c1)OCO2)C(c1ccc(Cl)cc1)N1CCC2(CC1)OCCO2 (stereo unspecified)
 : -10, -10, 1.3, 13, 6, 3, 9, 1.3, -21
> CCCc1cc(=O)[nH]c(SCC(=O)NC(=O)OCC)n1
 : -2, -9, 1, -6, -1, 0, 3, ·, -7
> N=c1oc2ccccc2cc1-c1nc2ccccc2c(=O)[nH]1
 : -4, -7, 1.5, 18, 7, 9, 8, 1.2, -21
> Cc1ccc(N(CN2C(=O)C3CC=CCC3C2=O)C(=O)c2ccco2)cc1Cl (stereo unspecified)
 : -7, -14, 1.6, 3, 10, 6, 6, 1.1, -4
> CCCc1c(O)nc(SCCN(CC)CC)n(C(=O)c2ccccc2)c1=O
 : -2, -2, 1.6, -2, 3, -8, 0, 1.2, -26
> CCOC(=O)c1ccccc1NC(=O)CSc1ncc(C(=O)OCC)c(N)n1
 : -8, -10, 1.2, -21, 2, -3, 8, 1, 5
> O=C(NC(NC(=O)c1ccccc1)c1ccccc1)c1ccccc1
 : -6, 4, 0.8, 10, 5, 8, 6, 1.1, -13
> c1cc(C2CCCCC2)ccc1Oc1nc(N2CCOCC2)nc(N2CCOCC2)n1
 : 1, 4, 1.3, -2, -1, 6, 4, 1.1, -10
> COc1cccc(OC)c1C(=O)N1CCN(Cc2ccncc2)CC1
 : -4, 3, 1.1, 5, 1, 0, 1, 1.1, -15
> CC1(C)CC2CC(C)(CN2C(=O)C23CCC(C)(C(=O)O2)C3(C)C)C1 (stereo unspecified)
 : -7, 5, 1.5, 5, 3, 5, 4, 1, -15
> Cc1ccc(C(C(=O)NC(C)(C)C)N(CC2CCCO2)C(=O)Cn2nnc(-c3ccc(C)o3)n2)cc1 (stereo unspecified)
 : -1, -2, 1.5, -9, -2, -7, 1, 1.2, -8
> CCn1c(C)cc2c(c1=O)C(c1ccccc1)C(C(=O)OC)=C(N)O2 (stereo unspecified)
 : -6, -9, 1.1, 17, 8, 5, 4, ·, -7
> COc1ccc(Nc2sc(C(=O)c3ccc(Cl)cc3)c(N)c2C(=O)Nc2ccccc2OC)cc1
 : -2, -12, 1.5, -13, 0, 2, 6, ·, -33
> CC(=O)N1CCCc2cc(S(=O)(=O)N(C)CCC#N)ccc21
 : -11, -6, 1, 7, -3, -3, 7, 1.1, 2
> CCNC(=O)COC(=O)c1ccc(S(=O)(=O)N2CCCCCC2)cc1
 : -3, -10, 1, 21, 3, 2, -1, 1, -26
> Cc1cc(-c2ccc(Cl)cc2)oc(=O)c1NC(=O)c1ccccc1
 : -6, 0, 0.9, -16, -3, -3, -2, ·, -18
> CC(C)N(Cc1nc(-c2ccc(Cl)cc2)no1)C(=O)C(c1ccccc1)c1ccccc1
 : -3, -8, 1.2, -14, 1, 2, 8, 1.1, -22
> O=C(COc1ccccc1F)Nc1nnc(-c2ccncc2)s1
 : -2, 54*, 0.9, 10, 0, -3, 0, 1, 22
> O=C(c1ccc(Cl)c(S(=O)(=O)N2CCOCC2)c1)N1CCN(Cc2ccccc2)CC1
 : -4, -15, ·, -12, -2, -2, 2, 1.1, 13
> CCNc1nc(N)nc(Oc2ccc(OCc3ccccc3)nn2)n1
 : -5, -7, 0.8, -7, -4, 11, 4, 1, -9
> COCCN1CN=C(Nc2nc3ccccc3s2)NC1
 : -4, -3, 1.3, -10, -3, -2, 6, 1.1, -10
> C/C(N)=C(/C#N)C(=O)COC(=O)c1ccncc1
 : -7, 0, 2.3*, 2, 10, -2, 10, 1.1, 18
> O=C(N/N=C/c1cccc(OCc2ccccc2)c1)c1cccs1
 : -4, -20, 0.7, 0, 4, -1, 17, 1.2, 24
> Cn1cccc1C(=O)NC(=O)CSc1nc2ccccc2s1
 : -6, -3, 1, -15, -3, -5, 1, 1.2, 13
> O=C(Cc1ccc(S(=O)(=O)N2CCOCC2)s1)NCC1CCCCC1
 : -12, -13, 0.9, 9, -3, -2, 2, 1.1, -11
> CN(C(=O)c1ccc(-c2nn(C)c(=O)c3ccccc23)cc1)c1ccccc1
 : 0, -7, 1.5, -30, -3, 0, 7, 0.9, 8
> COc1ccc(-n2c(-c3ccccc3)cc3c2CCCC3=O)cc1
 : -5, -18, 1.4, 15, -3, 3, 8, ·, 11
> CN1/C(=C/C(=O)C2CCC2)Sc2ccccc21
 : -4, -8, 0.9, 7, 1, 2, -1, 1.6, -6
> CCOC(=O)c1nnn(-c2nc(OC)nc(N(C)C)n2)c1-c1ccccc1
 : -7, -3, 0.9, -3, 0, 4, 4, 1.2, 1

Continued, starting with the last 2 of the part before.
Results follow in this order: S1P2 ag, PLK1 inh, PLAP act, S1P2 antag, FAK blocker, EphB4 antag, HIV Rev-RRE inh, MT1-MMP txn act, Plk1 PBD FP
> CN1/C(=C/C(=O)C2CCC2)Sc2ccccc21
 : -4, -8, 0.9, 7, 1, 2, -1, 1.6, -6
> CCOC(=O)c1nnn(-c2nc(OC)nc(N(C)C)n2)c1-c1ccccc1
 : -7, -3, 0.9, -3, 0, 4, 4, 1.2, 1
> COc1ccccc1N1CCN(C(=O)CCCn2c(=O)[nH]c3ccsc3c2=O)CC1
 : -3, -7, 1.3, 13, -4, 4, 6, 1.1, -20
> Cc1[nH]c2ccccc2c1/C=N/Nc1ccc([N+](=O)[O-])cc1S(=O)(=O)Nc1ccc(Cl)cc1
 : 0, -22, 0.9, 3, 0, -8, 41*, ·, 8
> CC(C)(C)C1CC=C2C(C#N)=C(N)C(C#N)(C#N)C(c3cccs3)C2C1 (stereo unspecified)
 : 4, -16, 1.5, -10, -1, 0, 49*, 1.2, -17
> O=C(O)COc1ccc(-c2nccc(-c3cccs3)n2)cc1
 : -4, -14, 1.1, 14, -6, 7, 6, ·, -20
> Cc1[nH]nc2c1C(c1cn[nH]c1-c1ccc(F)cc1)C(C#N)=C(N)O2 (stereo unspecified)
 : -4, 28, 1.5, 26, 1, 1, 3, 1, 2
> COC(=O)c1cc(COc2ccc3c(c2)oc(=O)c2ccccc23)c(C)o1
 : -2, 12, 0.8, -15, -3, -4, 0, 1.1, 17
> Clc1ccc(-c2cc(COc3ccc4ccccc4c3)no2)cc1
 : -8, -6, 0.8, 9, -9, -7, 2, ·, -2
> Cc1ccc2nc3sc(C(=O)N4CCCc5ccccc54)c(N)c3cc2c1
 : -4, -4, 1, -6, 2, 0, 49*, ·, -57
> O=C(Nc1ccccc1C(=O)O)c1ccc(Cl)c(S(=O)(=O)N2CCOCC2)c1
 : -5, -13, 1.3, 8, -4, -12, 0, 0.9, 5
> CCN(CC)CCNC(=O)C1CCN(S(=O)(=O)N2CCCCC2)CC1
 : -6, -7, 1.2, -5, -5, 0, 5, 1.2, 4
> O=C(c1ccccn1)N1CCN(C(=O)c2ccccn2)CC1
 : -1, -4, 1, 17, -1, 1, 7, ·, 15
> COc1ccc(C(=O)Nc2cccnc2)cc1S(=O)(=O)N1CCOCC1
 : -7, 0, 0.9, 16, -2, 4, 4, 1.1, -11
> COC(=O)N/N=C(C)/C=C/c1ccccc1
 : -4, -6, ·, 7, -10, 6, 9, ·, 15
> CC1CN(C2CCN(S(=O)(=O)Cc3ccccc3)CC2)CC(C)O1 (stereo unspecified)
 : -1, -20, 0.8, 18, 3, 4, 8, 1, 0
> CCOC(=O)C1Cc2cc3c(cc2C1=O)CC(C(=O)OCC)C3=O (stereo unspecified)
 : -3, -5, 1.5, 24, 4, 11, 12, 1, -10
> O=S(=O)(NCc1ccco1)c1ccc2c(c1)Cc1ccccc1-2
 : -1, -8, 1.1, -16, 0, -10, 7, 1.2, 1
> O=C(O)C1CC=CCC1C(=O)NCCc1cccc(Cl)c1 (stereo unspecified)
 : -1, -12, 1.3, -29, -2, 2, 21, 1.1, -19
> O=C(Nc1cccc(Br)c1)c1ccc(Cl)c(S(=O)(=O)N2CCOCC2)c1
 : -6, -5, ·, 29, 2, 2, 5, 1.3, 7
> CCOC(=O)C1=NN(c2cccc(Cl)c2)C2=NC(C)=C(C(=O)OC)C(c3cccs3)N12 (stereo unspecified)
 : 4, -8, ·, -12, 0, -11, -2, 1, 8
> COc1ccc(C(=O)Nc2ccc(F)cc2F)cc1
 : -5, -5, 0.8, 2, -1, 4, 9, 1.1, -12
> C/C(=N\OC(=O)c1cccc(Cl)c1)c1sc(C)nc1C
 : -3, -5, 0.9, -28, 2, 0, -5, 1.2, 13
> COc1ccc(Cl)cc1N1C(=O)C2CCCN2C1c1ccc(F)cc1 (stereo unspecified)
 : -4, -10, 1.8, 25, 4, 12, 2, 1.1, -10
> Cc1ccc(Nc2nc(N)nc(CSc3nc4ccccc4s3)n2)cc1
 : -1, -2, 1.4, -5, -7, -4, -7, ·, -5
> Cc1ccc(C(=O)N2CCN(c3cc(=O)[nH]nc3-c3ccccc3)CC2)cc1
 : -2, -6, 1.3, 11, -5, -1, 3, ·, -18
> O=C(O)c1cccc(C(=O)O)n1
 : -8, -6, 1.4, 5, 1, 7, 7, 1.2, 6
> O=C(CSCc1ccccc1Cl)NNC(=S)Nc1ccccc1
 : -3, 14, 0.8, -1, -2, 3, 7, ·, 10
> CC(C)CCNC(=O)CN(Cc1ccc2c(c1)OCO2)C(=O)CCC(=O)Nc1ccccn1
 : -1, -93, 1.1, 12, 0, 5, 5, 1.1, -5
> [O-][n+]1onc2c1CCc1nnc(-c3ccccc3)cc1-2
 : -12, -11, 1.1, 21, 8, 0, 8, 0.8, 8
> CCOC(=O)C1CCN(C(=O)Nc2ccc3snnc3c2)CC1
 : -1, -8, 0.9, 24, -2, 3, 2, 0.8, 15
> Cc1nn(-c2ccc(Cl)cc2)c2sc(C(=O)N3CCN(c4ccccn4)CC3)cc12
 : -5, -1, 1, 10, 0, 4, 3, 0.9, -15

Results follow in this order: S1P2 ag, PLK1 inh, PLAP act, S1P2 antag, FAK blocker, EphB4 antag, HIV Rev-RRE inh, MT1-MMP txn act, Plk1 PBD FP
> COc1ccc(O)c(C(=O)c2cc(C#N)c(=O)n(CCN3CCOCC3)c2)c1
 : -5, 0, 1, 23, -3, 2, 6, 1.1, 5
> CS(=O)(=O)N1CCN(c2nc(-c3ccccc3)cs2)CC1
 : -5, -1, 0.8, -7, 2, -3, 4, 1.6, 7
> Cc1ccc(C(=O)Nc2cc(=O)n(C)c(=O)n2C)cc1C
 : -2, -6, 1, -2, 3, -4, 2, 1.1, -13
> CC(C)C(=O)Nc1ccc2c(c1)C(=O)N(CCC(=O)O)C2=O
 : -2, -18, 0.9, 15, 2, 3, 6, 1.1, 9
> Cc1ccccc1N/C=C/C(=C(C#N)C#N)N(C)C
 : -9, -6, 1.1, 16, 3, 2, 6, ·, 0
> CCOC(=O)c1c(NC(=O)Cc2cccs2)sc(C(=O)N2CCCCC2)c1C
 : -3, -12, 1, -13, -1, -4, 6, 1.1, -15

Screens: PubChem, several laboratories
